# Screening results deposited in PubChem by The Scripps Research Institute Molecular Screening Center.
# PLCg1 inh: PLC-gamma1 (human) inhibition, primary screen | hit rate 0.84% among 370,000 | purified PLC-gamma1, fluorogenic substrate, fluorescence | inhibition, % at 12.2 µM | P19174 | AID 720700; in the data active = inhibition above about 9.5%
# ssDAF-12 act: activates DAF-12 receptor from parasite S. stercoralis; HEK293 ssDAF-12/GRIP1 lit1-tk-luc reporter, luminescence; % of 3 µM dafachronic acid response; activation, % at 6.8 µM; hit rate 1% among 370,000; AID 652126;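 active = activation above the mean over all tested compounds plus 3 SD, cut at about 0.9% in these data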;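 note: 0% = DMSO-only wells and 100% = 3 µM delta7-dafachronic acid wells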
# PLC-beta3 inh: inhibitors of human phospholipase C beta3; Q01970; hit rate 0.18% among 370,000; AID 720704; inhibition, % at 12.2 µM; Purified PLC-beta3, fluorogenic substrate, fluorescence; in the data active = inhibition above about 11%;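 note: 0% = median of compound wells on plate and 100% = full blocker control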
# ADAM17 inh: inhibits human ADAM17. inhibition, % at 6.95 µM. hit rate 0.83% among 370,000. recombinant ADAM17, EDANS/DABCYL FRET peptide cleavage. P78536;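 active = inhibition above the mean of compounds lying between control limits plus 3 SD, set per campaign, cut at about 8.5% in these data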;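 note: 0% = DMSO-only wells as the low control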
# DAX1 inh-1: NR0B1 (DAX1) inhibition. inhibition, % at 6.75 µM. P51843. HEK293 Gal4-DAX1 luciferase reporter, luminescence. AID 504766. hit rate 0.99% among 340,000;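 active = inhibition above the mean over all tested compounds plus 3 SD, cut at about 4.2% in these data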;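 note: 0% = DAX1-transfected cells with DMSO and 100% = empty-vector control cells with DMSO; inhibition shows as a rise in luminescence from relieved DAX1 repression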
# Target sequence (P51843 207-470 limits assumed): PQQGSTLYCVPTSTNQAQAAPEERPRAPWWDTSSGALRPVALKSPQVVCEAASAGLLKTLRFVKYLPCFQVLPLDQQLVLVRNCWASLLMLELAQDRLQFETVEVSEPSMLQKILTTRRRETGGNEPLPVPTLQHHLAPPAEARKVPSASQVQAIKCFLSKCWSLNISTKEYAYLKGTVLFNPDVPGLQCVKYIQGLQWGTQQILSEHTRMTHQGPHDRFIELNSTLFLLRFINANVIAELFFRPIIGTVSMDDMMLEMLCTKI
# hcDAF-12 act: activates DAF-12 receptor from parasite H. contortus; hit rate 1.4% among 370,000; activation, % at 6.8 µM; HEK293 hcDAF-12 lit1-tk-luc reporter, luminescence; 0% DMSO, 100% Δ7-dafachronic acid;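 active = activation above the mean of all tested compounds plus 3 SD, cut at about 5.5% in these data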;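 note: 100% = response to 3 µM Δ7-dafachronic acid high control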
# DAX1 inh-2: DAX1 (NR0B1) inhibition, primary screen | AID 652010 | HEK293T StAR-luciferase reporter, SF-1/DAX-1 repression relief | inhibition, % at 6.8 µM | hit rate 1.1% among 370,000;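 active = inhibition above the mean over all tested compounds plus 3 SD, cut at about 3.6% in these data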;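 note: 0% = DAX-1 cells with DMSO and 100% = cells lacking DAX-1 with DMSO; higher inhibition means more luminescence from relief of DAX-1 repression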
# hgDAF12 agonist: activates the H. glycines DAF-12 receptor ligand-binding domain | hit rate 1.8% among 370,000 | activation, % at 6.8 µM | HEK293 GAL4-hgDAF12 UAS-luciferase reporter, agonist luminescence; normalized to butyrate control;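 active = activation above a cutoff set at the mean of all screened compounds plus 3 SD, cut at about 10% in these data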;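 note: 0% = DMSO wells and 100% = sodium butyrate wells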
# ADAM10 inh: inhibits human ADAM10. O14672. recombinant ADAM10, EDANS/DABCYL FRET peptide cleavage, 3 h. inhibition, % at 7 µM. hit rate 0.62% among 370,000;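 active = inhibition above a per-campaign cutoff equal to the mean of compounds falling between control-based bounds plus 3 SD, cut at about 20% in these data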;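 note: 0% = DMSO wells while the 100% control is not disclosed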
# GAA850 FXN act: frataxin GAA850 promoter activation. HEK293 lucGAA850 FXN promoter luciferase reporter, 24 h; percent of 10 µM SAHA response. activation, % at 6 µM. hit rate 0.56% among 360,000. AID 540364;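 active = activation above the average of all compounds screened plus 3 SD, cutoff fixed separately per campaign, cut at about 7.5% in these data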;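 note: 0% = DMSO wells and 100% = 10 µM SAHA wells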
# HGIII-sPLA2 inh: Inhibits HGIII-sPLA2 liposome hydrolysis, primary screen; QFRET BODIPY PC-A2 liposome hydrolysis, fluorescence; inhibition, % at 12.2 µM; hit rate 0.56% among 370,000; AID 743126;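 active = inhibition above mean plus 3 SD of compounds lying within the high and low control bounds, cut at about 19% in these data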;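 note: 0% = median of test compound wells and 100% = no enzyme DMSO wells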
# Target sequence (Q9NZ20 whole entry, looked up): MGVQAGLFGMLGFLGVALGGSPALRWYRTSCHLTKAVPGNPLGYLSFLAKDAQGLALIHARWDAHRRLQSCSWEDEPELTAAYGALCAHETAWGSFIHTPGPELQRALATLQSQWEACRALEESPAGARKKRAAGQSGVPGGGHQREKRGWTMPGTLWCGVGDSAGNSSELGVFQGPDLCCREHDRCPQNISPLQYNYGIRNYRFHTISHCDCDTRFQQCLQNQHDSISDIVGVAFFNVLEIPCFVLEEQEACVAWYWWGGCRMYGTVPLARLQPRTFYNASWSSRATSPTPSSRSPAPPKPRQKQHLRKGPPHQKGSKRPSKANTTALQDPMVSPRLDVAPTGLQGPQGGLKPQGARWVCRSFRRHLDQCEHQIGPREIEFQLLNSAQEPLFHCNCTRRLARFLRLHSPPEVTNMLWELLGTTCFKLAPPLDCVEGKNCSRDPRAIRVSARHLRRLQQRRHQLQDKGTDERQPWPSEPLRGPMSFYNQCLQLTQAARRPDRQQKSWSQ
# * hit, by the source's call; i = inactive; x = not tested or not shown.
SMILES,PLCg1 inh,ssDAF-12 act,PLC-beta3 inh,ADAM17 inh,DAX1 inh-1,hcDAF-12 act,DAX1 inh-2,hgDAF12 agonist,ADAM10 inh,GAA850 FXN act,HGIII-sPLA2 inh
CCOC(=O)c1cnc(Nc2nc3ccccc3o2)nc1CSC(=S)N(CC)CC,-1,-1.2,-1,-1,0.4,-0.6,0.2,-1.2,-9,11*,1
CCOc1ccc(NC(=S)N2C3CCCC2CC(NC(=O)C2CC2)C3)cc1 (stereo unspecified),3,-1.0,0,0,0.8,-2.5,-0.2,1.4,10,-0.3,1
O=C(NC1CCCCC1)OCCN1CCN(Cc2ccccc2)CCC1=O,3,-1.6,-1,-2,x,-1.7,0.2,1.4,2,x,1
NC1=NC[C@@H](Cc2ccc(O)cc2)N1CC1CCCCC1,6,-0.9,2,1,0.0,-1.1,0.0,-1.2,3,-0.1,4
CCOc1ccccc1C(=O)NC(C(=O)Nc1cccc(S(N)(=O)=O)c1)C(C)C (stereo unspecified),0,-1.5,-4,-4,-0.1,-0.9,-0.8,-3.4,-2,-2.2,-17
Cc1ccc(OC(=O)N(C)C[C@H]2OCc3cn(nn3)CCCC(=O)N([C@H](C)CO)C[C@@H]2C)cc1,3,-1.7,1,5,1.0,1.3,-0.2,-1.7,-17,0.5,15
CCc1cccc2c(=O)c(C(=O)NCCN3CCOCC3)c[nH]c12,1,-0.8,-1,0,1.7,0.1,0.0,-1.1,-4,-0.3,-1
COC(=O)[C@@]1(C(C)C)N=C(c2cc(OC)c(OC)c(OC)c2)[C@]2(O1)C(=O)N(Cc1cn(Cc3ccccc3)nn1)c1ccc(F)cc12,-1,-1.5,1,-2,x,-2.8,-0.4,-0.4,-3,x,-1
CCOc1ccccc1NC(=O)Nc1ccncc1,9.8*,-1.2,7,5,-0.2,-3.8,0.1,1.6,2,-0.3,-4
O=C(NCc1ccccc1)/C(=C/c1ccccc1)NC(=O)c1ccco1,-9,-0.9,-17,-1,-1.1,-1.0,-0.4,1.5,1,1.0,2
COc1ccc(N(C)C(=O)Cn2c(=O)oc3ccccc32)c(OC)c1,3,-1.0,-2,-1,1.4,-2.9,-0.2,0.5,11,-0.3,2
CC1CCN(C(=O)c2[nH]cnc2C(=O)NCCCCCNC(=O)OC(C)(C)C)CC1,0,-1.4,2,-2,-0.4,-2.9,-0.6,-2.8,-3,0.1,-2
COc1ccc(-c2cc(C)no2)cc1S(=O)(=O)N(C)c1ccc(C)cc1,1,-1.4,-11,3,-0.1,-3.1,-1.5,-2.5,19,-3.9,-9
CCC(=O)N1CCN(c2ccccc2NC(=O)c2ccc(OC)c(Cl)c2)CC1,-6,-0.9,-3,-5,-0.2,-0.2,-0.9,0.0,-10,-0.6,1
COc1ccc(NC(=O)N2CCC(c3nc(-c4cccs4)no3)CC2)cc1,0,-1.9,0,-3,-1.0,-2.4,-1.1,0.3,3,-0.9,7
O=C(NCc1ccccc1)C(=O)NCC(c1ccco1)N1CCN(c2ccccc2F)CC1 (stereo unspecified),0,-2.0,-5,2,0.1,-1.1,-0.1,-1.1,12,1.3,-14
COc1ccc([C@H]2CC(=O)C=C(c3ccc(OC)c(F)c3)C2)cc1,-2,-0.9,-4,-7,0.0,0.1,-0.2,0.3,-7,3.1,2
CC(=O)c1cccc(NC(=O)CCCCCn2nnc3ccccc3c2=O)c1,2,-1.2,0,-8,-0.3,-1.0,-0.2,-1.6,-5,0.1,13
CCN(CC)C(=O)Cn1cc(/C=C(\C#N)C(=O)NC2CC2)c2ccccc21,-1,-1.5,-9,-1,1.2,-1.8,0.3,-0.7,4,0.2,4
CN(CC(=O)Nc1ccc(N2CCOCC2)cc1)C(=O)c1cn(-c2ccccc2)nc1-c1ccccc1,-2,-1.3,-2,0,-1.1,-1.3,0.6,2.3,-1,0.6,-5
Cc1onc(-c2ccccc2)c1C(=O)NCC(=O)Nc1cc(Cl)ccc1Cl,0,-1.4,-2,-1,0.4,-2.1,-0.4,-0.2,4,0.0,-9
O=[N+]([O-])c1ccc(Cl)c(CN2CCSCC2)c1,4,-1.1,1,5,0.4,0.6,0.6,-2.2,0,2.6,9
O=C(Cn1cc([N+](=O)[O-])cn1)Nc1ccccn1,-1,-1.4,-3,-5,0.7,-1.2,-0.2,-2.3,-2,0.5,-1
CN(C)c1ncnc2c1ncn2[C@H]1CN(Cc2ccc3c(c2)OCO3)C[C@@H](CO)O1,1,-0.4,0,-3,x,-0.4,1.6,-0.2,-3,0.9,-6
O=C(CCCn1c(=O)oc2ccccc21)N1CCN(c2ccccn2)CC1,-1,0.6,-4,-5,0.8,-0.9,0.1,-0.9,-20,3.1,-2

# Later entries
SMILES,PLCg1 inh,ssDAF-12 act,PLC-beta3 inh,ADAM17 inh,DAX1 inh-1,hcDAF-12 act,DAX1 inh-2,hgDAF12 agonist,ADAM10 inh,GAA850 FXN act,HGIII-sPLA2 inh
CCOC(=O)c1c(C)noc1-c1ccco1,0,-1.7,2,-5,x,-0.1,-0.2,-0.6,-1,3.2,-7
CCCN(CCC)S(=O)(=O)c1ccc(C(=O)N2CCC(=O)c3ccccc32)cc1,0,-0.8,-1,-2,0.2,-1.1,-0.4,-2.5,3,0.7,-14
COc1cccc(-c2cc3nc(-c4ccccc4)cc(=O)n3[nH]2)c1,-127,-0.4,-185,-136,-0.8,2.6,-0.5,6.7,-294,-2.5,-13
CCc1ccc(NC(=O)c2ccc(C3SCC(=O)N3CCc3ccccc3)cc2)cc1 (stereo unspecified),-4,-1.1,-5,0,-0.8,-1.7,-0.9,-3.9,-1,-2.0,-2
COc1ccccc1CCNC(=O)c1cnccn1,-5,-1.8,-9,-8,0.8,-0.7,-0.6,0.7,-3,2.6,8
CC(=O)Nc1ccc([N+](=O)[O-])c(CS(=O)(=O)c2ccc(C)cc2)c1[N+](=O)[O-],3,-0.8,5,0,0.4,-1.6,-0.4,-1.2,11,0.7,-3
COc1cc(C(c2c(C)[nH][nH]c2=O)c2c(C)[nH][nH]c2=O)ccc1OCc1ccc([N+](=O)[O-])cc1,9,-1.0,7,10*,3.1,-0.2,0.7,2.3,16,6.8,-58
O=C(Nc1nc(-c2ccc(S(=O)(=O)N3CCCC3)cc2)cs1)C1COc2ccccc2O1 (stereo unspecified),-8,-2.5,-10,8,-2.6,-4.6,-3.5,-5.1,11,-6.9,-8
COc1c(N)c2ccccc2[nH]c1=O,0,-1.4,0,-2,0.3,1.4,-0.5,-0.1,-2,0.3,4
CCN1CCN(C(=O)CN(CC)S(=O)(=O)c2ccc(Cl)cc2)CC1,2,-1.1,2,-4,-0.5,-1.1,-0.2,3.2,1,-0.6,5
COc1ccc(C2=COc3ccccc3C(=O)N2)cc1,0,-1.0,-5,-5,2.5,0.6,0.7,5.8,-3,0.5,5
CC1(C(=O)O)COC(c2ccc([N+](=O)[O-])cc2)OC1 (stereo unspecified),2,-1.2,5,2,0.4,-1.3,0.2,-0.8,6,1.7,1
CCN(CC)CCNCc1cc(Br)ccc1OCC(=O)NCc1ccccc1,2,-1.6,2,0,3.7,-0.2,1.5,-0.8,0,0.8,-2
CCc1ccc(NC(=O)Cn2nc(C)c([N+](=O)[O-])c2C)cc1,2,-1.6,0,2,-0.3,-2.3,-0.1,-1.5,5,0.0,0
Cc1ccc(NC(=O)CSCC(=O)N(C)Cc2ccc(Cl)c(Cl)c2)cc1,-4,-0.6,-12,4,0.1,-1.5,-0.4,-0.6,2,0.6,-5
CN1C(=O)CC(c2ccccc2)C1=O (stereo unspecified),1,-0.8,0,-2,-0.7,0.4,-0.2,3.8,-3,1.2,3
CCN(CC(=O)Nc1ccc(C)c(F)c1)CC(=O)NC(C)C,-2,-1.7,-1,-5,-1.0,0.3,-0.2,-1.8,5,-1.0,5
C=CCN1c2ccccc2[C@]23C[C@@H](C(=O)OC)N(C(C)=O)C2=NC(C(=O)OC)=C(C(=O)OC)[C@H]13,0,-1.4,4,-2,0.9,0.5,-0.8,1.1,-4,1.5,1
O=C(NCCCN1CCOCC1)c1cc(-c2ccco2)nc2ccccc12,i,0.3,i,-425,0.3,2.4,-1.6,1.8,i,1.3,1
CC(=O)NN1C(=O)/C(=C\c2ccc(O)cc2)SC1=S,-2,0.1,-6,-1,1.1,0.1,-0.3,-1.3,2,-0.3,-36
CCN(CC)C(=O)CN(C)S(=O)(=O)c1cccc2nsnc12,2,-0.9,0,-6,1.9,-0.1,0.2,0.3,-5,-2.2,-4
CN(C)CCCNc1nc2cc(-c3ccccc3)sc2c(=O)n1C,0,-1.0,-3,-7,x,-1.6,0.8,-0.8,-37,1.3,-12
Cc1ccc(-c2ccc(=O)n(CC(=O)Nc3cccc(C(=O)N4CCN(C)CC4)c3)n2)cc1,-2,-0.8,-4,-7,0.6,-1.1,-0.7,-1.1,-17,1.6,-12
Cc1ccc(S(=O)(=O)N(C)C)cc1NC(=O)Nc1ccccc1F,6,-1.7,-5,0,x,-0.3,-0.8,2.7,1,1.3,3
O=C(COC(=O)c1c2ccccc2cc2ccccc12)Nc1ncc(C(F)(F)F)cc1Cl,-108,-0.9,-135,-14,1.0,0.7,0.2,4.2,-48,3.0,8

# The results go on:
SMILES,PLCg1 inh,ssDAF-12 act,PLC-beta3 inh,ADAM17 inh,DAX1 inh-1,hcDAF-12 act,DAX1 inh-2,hgDAF12 agonist,ADAM10 inh,GAA850 FXN act,HGIII-sPLA2 inh
COC1C/C(=N\O)C2OC(c3ccccc3)OCC2O1 (stereo unspecified),5,-1.5,2,-1,-0.5,-0.9,-0.2,0.0,1,1.4,-2
COc1ccc(OCc2cccc(C(=O)Nc3cc(C)on3)c2)cc1,5,0.2,1,-1,-4.2,3.9,2.2,10,0,-0.7,-8
CCN(CC)CCN(Cc1cc2cc3c(cc2[nH]c1=O)OCCO3)C(=S)NC,-31,0.1,-44,-97,-0.6,-0.7,-0.1,1.3,-276,-0.1,4
O=C(O)COc1ccc(S(=O)(=O)N2CCCC2)cc1,-2,-1.2,0,-1,-1.4,-1.2,0.4,-0.7,-2,1.1,-3
COc1ccc(-c2csc(N(CC3CCCO3)C(=O)c3ccc(C)cc3)n2)cc1 (stereo unspecified),14*,-0.2,5,4,-0.7,0.4,0.2,0.8,5,-0.6,2
C(=NN=C1c2ccccc2-c2ccccc21)c1ccc2c(c1)OCO2,0,0.0,2,-4,2.6,3.9,0.1,0.3,-10,3.3,-2
Cc1nc(N/C(N)=N/S(=O)(=O)c2ccc([N+](=O)[O-])cc2)nc2ccccc12,1,-2.2,-1,-3,-0.7,0.4,0.7,-2.8,-2,0.1,-1
CCOC(=O)C(=O)NN=C(c1ccccc1)c1ccccc1,8,-1.1,-1,2,1.9,-0.9,0.2,-1.5,4,-0.1,4
CCOC(=O)c1c(NC(=O)Cn2c(C)nc3ccccc32)sc2c1CCC2,1,-1.1,-1,1,-1.4,-1.6,-1.0,-2.1,-5,1.6,-1
Cc1ccc(S(=O)(=O)NCC(=O)N2CCC(C)CC2)cc1,1,-1.6,4,0,0.8,0.8,-0.4,1.1,-3,-0.5,3
